Cneo AK release: Cryptococcus neoformans lysis via adenylate kinase release | C. neoformans lysis, adenylate kinase release luminescence, 4 h; normalised: neutral wells 0, clomiphene wells 100 | lysis activity, % at 15 µM | actives 0.2% (n = 360,000) | AID 651654;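 active means mean lysis activity across replicates of at least 80%, whatever share of replicates individually reach that level; inactive means mean lysis activity below 80%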
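Material: C. neoformans cells; Schedule: 4 h static compound exposure, 37 °C, read 1 h post-reagent; Measured by: adenylate kinase release luminescence; Read-out: signal increase indicating cell lysis; Controls: Clomiphene as positive lysis control.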
C2C12 statin: protects C2C12 myotubes from simvastatin toxicity; ATP luminescence, 48 h; scaled: DMSO 0, geranylgeraniol control 100; rescue of ATP level, % at 7.49 µM; actives 0.78% (n = 330,000);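 active means mean ATP rescue above about 67%, or every replicate alone reaching that limit, limit read from the data, passing the limit was not always enough; inconclusive means no clear call, values can overlap the other calls; inactive means mean under the limit and some replicate under it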;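 further: myotubes were challenged with 10 µM simvastatin during compound exposure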
esBAF inh: inhibitors of esBAF chromatin remodeling in mouse ES cells; AID 602393; reporter increase, % at 12.5 µM; Bmi1-luciferase knock-in reporter, 24 h; 100% = twice the neutral-well signal; actives 2% (n = 350,000); in the data active means activation above about 40%; inconclusive means no clear call, values can overlap the other calls;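 further: 0% = median of the plate's neutral control wells and 100% = double that signal; a rise in the Bmi1 reporter signal indicates esBAF inhibition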
SIRT5 inh: sirtuin-5 (human) deacylase inhibition | Q9NXA8 | Purified SirT5, succinyl-peptide AMC, trypsin-coupled fluorescence | inhibition, % at 15 µM | actives 1.1% (n = 330,000) | AID 652115; in the data active means inhibition above about 15%; inconclusive means no clear call, values can overlap the other calls
Target sequence (Q9NXA8 whole entry, looked up): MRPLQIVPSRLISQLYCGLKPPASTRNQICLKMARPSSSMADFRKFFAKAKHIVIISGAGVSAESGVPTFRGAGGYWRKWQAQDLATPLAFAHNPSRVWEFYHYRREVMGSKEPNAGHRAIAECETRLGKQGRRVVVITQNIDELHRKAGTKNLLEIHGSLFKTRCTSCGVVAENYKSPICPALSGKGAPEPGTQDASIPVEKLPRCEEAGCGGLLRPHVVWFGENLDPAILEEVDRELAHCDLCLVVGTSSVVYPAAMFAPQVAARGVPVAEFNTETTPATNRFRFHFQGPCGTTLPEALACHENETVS
ARNT TACC3 PPI: disruptors of human ARNT/TACC3 interaction | Q9Y6A5 | AlphaScreen His-ARNT PAS-B/GST-TACC3 binding, luminescence; TACC3 fragment carries E629A point mutation | inhibition, % at 9.99 µM | actives 0.66% (n = 390,000) | AID 623870;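 active means mean inhibition of replicates at least 50% and at least half of replicates each reaching 50%; inconclusive means half or more replicates reach 50% but mean below 50%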;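 further: 0% = complete ARNT plus TACC3 wells and 100% = ARNT alone without TACC3; many hits fall short of the cut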
miR-122 sensor: blocks miR-122 activity in Huh7 sensor cells; Huh7 miR-122 Renilla luciferase sensor, 48 h; neutral wells = 0, positive control = 100; activation (reporter increase), % at 12.5 µM; actives 0.3% (n = 340,000); AID 602342;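 active means mean replicate activation score at least 90 and every replicate individually at or above 90; inconclusive means only one of the two criteria met; inactive means neither criterion met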;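 further: higher luciferase means less miR-122 activity so hits act as miR-122 inhibitors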
ERp5 block: inhibitors of human ERp5; Q15084; ERp5 insulin aggregation, absorbance 650 nm, 90 min; inhibition, % at 9.99 µM; actives 0.05% (n = 350,000);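 active means mean replicate inhibition above about 25%, with every replicate also reaching it, limit read from the data, passing the limit was not always enough; inconclusive means only one of those two criteria met; inactive means neither criterion met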
Target sequence (Q15084 whole entry, looked up): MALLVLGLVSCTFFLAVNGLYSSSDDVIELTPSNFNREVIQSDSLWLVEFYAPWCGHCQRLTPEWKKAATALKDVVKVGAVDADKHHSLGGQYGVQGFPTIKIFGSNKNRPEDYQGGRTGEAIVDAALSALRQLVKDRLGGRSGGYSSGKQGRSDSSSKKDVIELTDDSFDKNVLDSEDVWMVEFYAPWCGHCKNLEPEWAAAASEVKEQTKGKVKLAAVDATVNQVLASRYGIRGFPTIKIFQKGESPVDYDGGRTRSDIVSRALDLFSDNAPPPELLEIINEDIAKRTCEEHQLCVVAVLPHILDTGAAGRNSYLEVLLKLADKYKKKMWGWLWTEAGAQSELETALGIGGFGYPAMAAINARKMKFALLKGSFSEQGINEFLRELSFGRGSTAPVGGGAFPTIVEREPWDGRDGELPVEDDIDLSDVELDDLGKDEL
Starred values were filed as active, the others as inactive; [ ] = remark or other dose.

What do the screens show for `O=C(CC1CCCC1)Nc1cccc(Br)c1`?
Cneo AK release: 2; C2C12 statin: -10; esBAF inh: 32; SIRT5 inh: 0; ARNT TACC3 PPI: -4; miR-122 sensor: -1; ERp5 block: 1

How did Cc1ccccc1NC(=O)CN1C(=O)c2cccnc2Oc2ccc(Cl)cc21 do in these assays?
Cneo AK release: -1; C2C12 statin: 6; esBAF inh: 7; SIRT5 inh: 1; ARNT TACC3 PPI: -3; miR-122 sensor: 7; ERp5 block: 3

What do the screens show for `COc1ccccc1N(C)S(=O)(=O)c1ccc(Cl)c(C(=O)Nc2ccccc2N2CCOCC2)c1`?
Cneo AK release: 0; C2C12 statin: -25; esBAF inh: 7; SIRT5 inh: -2; ARNT TACC3 PPI: -2; miR-122 sensor: -14; ERp5 block: 4

Results for O=C(O)c1cc(-c2cccc3ccccc23)nc2ccccc12 ?
Cneo AK release: 2; C2C12 statin: 8; esBAF inh: -3; SIRT5 inh: -2; ARNT TACC3 PPI: 10; miR-122 sensor: -1; ERp5 block: -7

Results for Cc1csc(NC(=O)CSc2nc3ccccc3c(=O)[nH]2)n1 ?
Cneo AK release: -2; C2C12 statin: 4; esBAF inh: 9; ARNT TACC3 PPI: -9; miR-122 sensor: 1

Results for CCOC(=O)Cc1csc(NC(=O)c2cc3ccccc3o2)n1 ?
SIRT5 inh: -1; ARNT TACC3 PPI: 8; ERp5 block: -4

What do the screens show for `CCN(CC)C(=O)Cn1cc(S(=O)(=O)CC(=O)Nc2ccc(F)cc2F)c2ccccc21`?
Cneo AK release: 0; SIRT5 inh: 2; ARNT TACC3 PPI: 3; miR-122 sensor: 9; ERp5 block: -1

Results for CCCNC(=O)C[C@H]1CC[C@H]2[C@@H](COc3ccc(NC(=O)Nc4ccc(C#N)cc4)cc3C(=O)N2C)O1 ?
Cneo AK release: -3; C2C12 statin: 26; esBAF inh: 2; SIRT5 inh: 1; ARNT TACC3 PPI: -2; miR-122 sensor: -5[16.7 µM]; ERp5 block: -1

Results for C=CCOc1ccccc1CN(C(=O)CCl)c1ccc2c(c1)OCO2 ?
Cneo AK release: -2; C2C12 statin: -209; esBAF inh: -6; SIRT5 inh: -3; ARNT TACC3 PPI: -2; miR-122 sensor: 15; ERp5 block: 2

How did CN(/N=C/c1cccs1)c1cc(=O)n(C)c(=O)[nH]1 do in these assays?
Cneo AK release: -1; C2C12 statin: 3; esBAF inh: 2; ARNT TACC3 PPI: 3; miR-122 sensor: -1

What do the screens show for `Cc1cc(C(F)(F)F)n(-c2ccc(N)cc2)n1`?
SIRT5 inh: -5; ARNT TACC3 PPI: 2; miR-122 sensor: -2; ERp5 block: -7

How did CC(C)CN(CC(C)C)C(=O)c1cc(S(=O)(=O)N2CCCCC2)c[nH]1 do in these assays?
C2C12 statin: 0; esBAF inh: -2; SIRT5 inh: 1; ARNT TACC3 PPI: -3; miR-122 sensor: 2; ERp5 block: -1

Arranged by SMILES length (lowest first): some entries from above
What do the screens show for `O=C(CC1CCCC1)Nc1cccc(Br)c1`?
Cneo AK release: 2; C2C12 statin: -10; esBAF inh: 32; SIRT5 inh: 0; ARNT TACC3 PPI: -4; miR-122 sensor: -1; ERp5 block: 1

Results for O=C(O)c1cc(-c2cccc3ccccc23)nc2ccccc12 ?
Cneo AK release: 2; C2C12 statin: 8; esBAF inh: -3; SIRT5 inh: -2; ARNT TACC3 PPI: 10; miR-122 sensor: -1; ERp5 block: -7

What do the screens show for `CCN(CC)C(=O)Cn1cc(S(=O)(=O)CC(=O)Nc2ccc(F)cc2F)c2ccccc21`?
Cneo AK release: 0; SIRT5 inh: 2; ARNT TACC3 PPI: 3; miR-122 sensor: 9; ERp5 block: -1

More results follow:
How did COc1cccc(NC(=O)N(C)C[C@H]2OCc3cn(nn3)CCCC(=O)N([C@H](C)CO)C[C@H]2C)c1 do in these assays?
C2C12 statin: -6; esBAF inh: 2; miR-122 sensor: -3[16.7 µM]

Results for CCOC(=O)c1c(NC(C)=O)sc2c(OC)cccc12 ?
Cneo AK release: -1; C2C12 statin: inconclusive; esBAF inh: -5; ARNT TACC3 PPI: -3; miR-122 sensor: 1

How did O=C(C[C@@H]1CC[C@H]2[C@@H](COC[C@@H](O)CN2S(=O)(=O)c2ccc(F)cc2)O1)N[C@@H]1CCN(Cc2ccccc2)C1 do in these assays?
Cneo AK release: 5; C2C12 statin: -9; esBAF inh: -2; SIRT5 inh: -4; ARNT TACC3 PPI: 6; miR-122 sensor: -3[16.7 µM]; ERp5 block: -2

What do the screens show for `Cc1cc2nc(C)n3c4ccccc4nc3n2n1`?
Cneo AK release: 3; C2C12 statin: -6; esBAF inh: 12; ARNT TACC3 PPI: 11; miR-122 sensor: 12

Results for COc1ccc(Cc2c3cc(OC)c(OC)cc3cc[n+]2C)cc1OC ?
Cneo AK release: 7; C2C12 statin: 2; esBAF inh: 4; ARNT TACC3 PPI: 5; miR-122 sensor: -1

How did COc1cc(NC(=O)Cc2cccs2)cc(OC)c1 do in these assays?
Cneo AK release: 0; C2C12 statin: 6; esBAF inh: 10; miR-122 sensor: 2

What do the screens show for `Cc1cc(=O)n2nc(N3CCCC(C(=O)NC4CCC(C)CC4)C3)sc2n1` (configuration not stated)?
Cneo AK release: 11; C2C12 statin: 24; esBAF inh: -4; SIRT5 inh: -2; ARNT TACC3 PPI: 11

What do the screens show for `CCOc1ccc(OCC)c(S(=O)(=O)NC2CC(C)(C)NC(C)(C)C2)c1`?
SIRT5 inh: 3; ARNT TACC3 PPI: 3; ERp5 block: -2

How did COc1ccc(/C=C/C(=O)O)cc1S(=O)(=O)N1CCCc2ccccc21 do in these assays?
Cneo AK release: -24; C2C12 statin: -4; esBAF inh: 1; SIRT5 inh: 2; ARNT TACC3 PPI: -2; miR-122 sensor: 1; ERp5 block: -10

What do the screens show for `COCCCN(C(=O)c1ccc2ccccc2n1)c1c(N)n(Cc2ccccc2)c(=O)[nH]c1=O`?
Cneo AK release: -5; C2C12 statin: 5; esBAF inh: 36; SIRT5 inh: 1; ARNT TACC3 PPI: -2; miR-122 sensor: 1; ERp5 block: 0

What do the screens show for `CC=Cc1ccc2n(c1=O)C[C@@H]1[C@@H](CO)[C@H](C(=O)NCC3CC3)[C@H]2N1CCC` (mixture of isomers)?
Cneo AK release: -1; C2C12 statin: -3; esBAF inh: 2; SIRT5 inh: -2; ARNT TACC3 PPI: -7; miR-122 sensor: 0[16.7 µM]; ERp5 block: -3

Results for O=C(NCCN1CCCC1)c1ccc(Cl)cc1Cl ?
Cneo AK release: 5; C2C12 statin: 10; esBAF inh: -1; SIRT5 inh: -4; ARNT TACC3 PPI: -3; miR-122 sensor: 0; ERp5 block: 2

Compounds from the list above with a Cl atom (4):
How did Cc1ccccc1NC(=O)CN1C(=O)c2cccnc2Oc2ccc(Cl)cc21 do in these assays?
Cneo AK release: -1; C2C12 statin: 6; esBAF inh: 7; SIRT5 inh: 1; ARNT TACC3 PPI: -3; miR-122 sensor: 7; ERp5 block: 3

What do the screens show for `COc1ccccc1N(C)S(=O)(=O)c1ccc(Cl)c(C(=O)Nc2ccccc2N2CCOCC2)c1`?
Cneo AK release: 0; C2C12 statin: -25; esBAF inh: 7; SIRT5 inh: -2; ARNT TACC3 PPI: -2; miR-122 sensor: -14; ERp5 block: 4

Results for C=CCOc1ccccc1CN(C(=O)CCl)c1ccc2c(c1)OCO2 ?
Cneo AK release: -2; C2C12 statin: -209; esBAF inh: -6; SIRT5 inh: -3; ARNT TACC3 PPI: -2; miR-122 sensor: 15; ERp5 block: 2

Results for O=C(NCCN1CCCC1)c1ccc(Cl)cc1Cl ?
Cneo AK release: 5; C2C12 statin: 10; esBAF inh: -1; SIRT5 inh: -4; ARNT TACC3 PPI: -3; miR-122 sensor: 0; ERp5 block: 2

More records follow.
How did CC(NC(=O)C(=O)NCCCn1ccnc1)c1ccccc1 (configuration not stated) do in these assays?
C2C12 statin: 4; esBAF inh: -10; SIRT5 inh: -7; ARNT TACC3 PPI: -2; miR-122 sensor: -4; ERp5 block: -2

Results for Cc1ccccc1-n1c(SCC(=O)Nc2ccccc2Cl)nc2n[nH]c(C)c2c1=N ?
Cneo AK release: 1; C2C12 statin: 2; esBAF inh: 2; SIRT5 inh: -5; ARNT TACC3 PPI: 2; ERp5 block: 7

What do the screens show for `CN(C)C(=O)[C@@H]1[C@@H](CO)[C@@H]2Cn3c(ccc(C4=CCCC4)c3=O)[C@H]1N2Cc1cccnc1`?
Cneo AK release: -3; C2C12 statin: -5; esBAF inh: 0; SIRT5 inh: -12; ARNT TACC3 PPI: 1; miR-122 sensor: 1[16.7 µM]; ERp5 block: 0

What do the screens show for `CC(C)CC#Cc1cnc2c(c1)C(=O)N([C@H](C)CO)C[C@H](C)[C@H](CN(C)C(=O)CCN1CCCCC1)O2`?
Cneo AK release: 1; C2C12 statin: -10; esBAF inh: -3; SIRT5 inh: -1; ARNT TACC3 PPI: -2; miR-122 sensor: -3[16.7 µM]; ERp5 block: 5

How did CN1CCN(C(=O)C[C@@H]2C=C[C@@H](NC(=O)Nc3ccccc3F)[C@H](CO)O2)CC1 do in these assays?
Cneo AK release: -17; C2C12 statin: -1; esBAF inh: -2; SIRT5 inh: -3; ARNT TACC3 PPI: -6; ERp5 block: -13

Results for C[C@H]1CN([C@@H](C)CO)S(=O)(=O)c2ccc(-c3cncnc3)cc2O[C@H]1CN(C)C ?
Cneo AK release: -1; C2C12 statin: 11; esBAF inh: -3; SIRT5 inh: -2; ARNT TACC3 PPI: 7; miR-122 sensor: 0[16.7 µM]; ERp5 block: -2

How did CC(C)(C)NC(=O)COc1ccc2oc3c(c2c1)CCCC3 do in these assays?
Cneo AK release: 4; C2C12 statin: -15; esBAF inh: -3; SIRT5 inh: 1; miR-122 sensor: -3; ERp5 block: 4

What do the screens show for `CCN(CC)Cc1cc(C(C)(C)C)cc(N2CCOCC2)c1O`?
C2C12 statin: -3; esBAF inh: 6; SIRT5 inh: 2; ARNT TACC3 PPI: -5; miR-122 sensor: -3; ERp5 block: 0

Results for Cc1ccc(OCCCC(=O)Nc2nnc(C3CCCO3)s2)c(C)c1 (configuration not stated) ?
Cneo AK release: 3; C2C12 statin: 7; esBAF inh: -7; SIRT5 inh: 3; ARNT TACC3 PPI: -5; miR-122 sensor: 2; ERp5 block: -4

Results for COc1ccc(-c2ccc(C(=O)Nc3cc(OC)c(OC)c(OC)c3)c3occc23)c(C)c1 ?
Cneo AK release: 0; C2C12 statin: -12; esBAF inh: 4; SIRT5 inh: 8; miR-122 sensor: 2; ERp5 block: -3

Results for COc1ccc(NC(=O)Nc2cc(F)ccc2C)cc1 ?
SIRT5 inh: -7; ARNT TACC3 PPI: 2; ERp5 block: 3

Results for O=C(CSc1nc(=O)n(CCN2CCOCC2)c2c1CCCC2)Nc1cccc([N+](=O)[O-])c1 ?
Cneo AK release: 1; C2C12 statin: -7; esBAF inh: -5; SIRT5 inh: -1; ARNT TACC3 PPI: -4; ERp5 block: 8

What do the screens show for `COc1cccc(CC(=O)N2CCC(n3nccc3NC(=O)C3CCOC3)CC2)c1` (configuration not stated)?
Cneo AK release: 0; SIRT5 inh: -11; ARNT TACC3 PPI: -11; ERp5 block: -1

Results for Cc1ccc(NC(=O)c2c([N+](=O)[O-])c(C(C)(C)C)nn2C)c(C)c1 ?
SIRT5 inh: -2; ARNT TACC3 PPI: 10; ERp5 block: 4

How did O=C(CSc1nnc(-c2cccnc2)o1)Oc1ccccc1 do in these assays?
Cneo AK release: -6; C2C12 statin: 5; esBAF inh: -7; ARNT TACC3 PPI: 15; miR-122 sensor: -3

Results for CCOC(=O)[C@@H](NC(=O)/C=C/[C@H]1O[C@@H](n2ccc(=O)[nH]c2=O)[C@H](O)[C@@H]1O)C(C)C ?
Cneo AK release: -2; C2C12 statin: -4; esBAF inh: -1; SIRT5 inh: 3; miR-122 sensor: -1; ERp5 block: 5

Results for O=C(C[C@@H]1CC[C@H]2[C@@H](COC[C@@H](O)CN2S(=O)(=O)c2ccccc2)O1)NCCN1CCCCC1 ?
Cneo AK release: -1; C2C12 statin: -30; esBAF inh: -2; SIRT5 inh: 9; ARNT TACC3 PPI: 3; miR-122 sensor: -3[16.7 µM]; ERp5 block: 1
